LYP inhibition: inhibitors of LYP phosphatase, biochemical, fluorescence intensity, uHTS (AID 1779). 290,000 compounds, 0.054% hits. recombinant LYP phosphatase, fluorescence intensity; higher % means a stronger effect. one-dose inhibition, % at 11.5 µM; IC50 in µM for titrated hits; in the data active = inhibition above about 50%;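 also: plate controls were vehicle with enzyme for no effect and no enzyme for full effect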
PhoP inhibition: inhibitors of PhoP regulon expression, primary screen, Salmonella Typhimurium, GFP reporter (AID 1863). S. Typhimurium PhoP-regulated promoter GFP reporter, 4 h; higher % means a stronger effect. 300,000 compounds, 0.16% hits. inhibition, % at 50 µM; hits with a dose series show IC50 in µM;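 active = inhibition over 29.93%, a cutoff 3 SD above the screen mean, later confirmed by dose response; inconclusive = inhibition over 29.93% but no dose response follow-up; inactive = inhibition at most 29.93% or unconfirmed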;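 also: 0% = low Mg2+ inducing control and 100% = high Mg2+ repressing control; strong numbers were not always called active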
NTR1 agonist: NTR1-driven beta-arrestin-GFP spot formation – imaging, U2OS cells, high content, primary screen (AID 493036); activation, % at 20 µM; 330,000 compounds, 0.17% hits; agonist mode;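 active = activation at or above 40% of the spot to cytoplasm intensity ratio, with at least 20 cells analyzed; inconclusive = wells under 20 cells, flagged as cytotoxic or low count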;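 also: 0% = DMSO without peptide and 100% = 100 nM NTR1 peptide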
Target sequence (P30989 whole entry, looked up): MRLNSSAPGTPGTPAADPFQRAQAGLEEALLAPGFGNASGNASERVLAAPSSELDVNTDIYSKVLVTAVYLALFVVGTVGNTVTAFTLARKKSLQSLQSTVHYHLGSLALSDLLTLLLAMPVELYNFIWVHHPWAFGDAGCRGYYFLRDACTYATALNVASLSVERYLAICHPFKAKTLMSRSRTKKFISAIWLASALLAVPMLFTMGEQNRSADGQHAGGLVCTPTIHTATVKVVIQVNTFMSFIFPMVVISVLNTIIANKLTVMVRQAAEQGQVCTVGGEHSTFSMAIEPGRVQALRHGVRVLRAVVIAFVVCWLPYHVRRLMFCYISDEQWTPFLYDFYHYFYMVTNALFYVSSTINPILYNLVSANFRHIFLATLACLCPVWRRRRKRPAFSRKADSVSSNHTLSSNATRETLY
MgcRacGAP inhibition: MgcRacGAP GTPase-activating activity inhibitors, confirmation, biochemical, ADP Hunter fluorescence; MgcRacGAP-stimulated Rac1 GTP hydrolysis, ADP Hunter fluorescence; higher % means a stronger effect; GST-tagged Rac1 F28L mutant substrate; inhibition, % at 30 µM, or IC50 in µM where a hit was titrated; 340,000 compounds, 0.6% hits;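 active = first-screen hits whose inhibition reached a set limit at any dose in the follow-up dose series; inconclusive = inhibition above the set first-screen limit but never retested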;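 also: fluorescence reports GDP produced by GAP-driven GTP hydrolysis; strong numbers were not always called active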
Myeloid diff 2: compounds promoting myeloid differentiation; AID 624256; ER-HoxA9 myeloid progenitors, lysozyme-GFP differentiation, flow cytometry; calls only at 10 µM; 360,000 compounds, 1% hits;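 active = normalized GFP-positive differentiation at or above the plate's own cutoff, the solvent-only control mean plus 3 SD; inconclusive = no clear call, values can overlap the other calls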;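 also: cells exposed to compound for four days before flow analysis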
Siah-1 displacement: blockers of Siah-1 interaction with plectin peptide – biochemical, fluorescence polarization, rhodamine-plectin, uHTS, primary screen (AID 1817). one-dose displacement, % at 20 µM; IC50 in µM for titrated hits. 290,000 compounds, 0.02% hits. Siah-1 / rhodamine-plectin peptide fluorescence polarization; higher % means a stronger effect;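 active = displacement of at least 50% at 20 µM, with a fluorescence ratio check between 0.3 and a set limit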;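 also: plate controls were Siah plus tracer with DMSO for no effect and tracer alone without Siah for full effect; strong numbers were not always called active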
GPR35 arrestin U2OS: GPR35 antagonists blocking zaprinast-driven arrestin recruitment, primary screen, imaging, U2OS, beta-arrestin-GFP, zaprinast agonist (AID 2058) | U2OS GPR35 beta-arrestin-GFP translocation imaging, zaprinast antagonism; higher % means a stronger effect | inhibition, % at 10 µM; hits with a dose series show IC50 in µM | 290,000 compounds, 0.052% hits;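 active = inhibition of at least 50% with at least 30 cells and total cytoplasm GFP at most 10,000,000; inconclusive = under 30 cells or total GFP of 10,000,000 plus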
GPR55 antagonists: inhibition of LPI-stimulated GPR55 beta-arrestin translocation – imaging, U2OS, beta-arrestin-GFP, LPI agonist, primary screen (AID 2013); U2OS GPR55 beta-arrestin-GFP translocation imaging, LPI antagonism; higher % means a stronger effect; one-dose inhibition, % at 10 µM; IC50 in µM for titrated hits; 290,000 compounds, 0.13% hits;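 active = spots per cell inhibited over 60%, with over 100 cells counted and total cytoplasm intensity under 500,000; inconclusive = wells with under 100 cells, flagged as likely toxic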;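 also: U2OS cells stably carrying GPR55 and arrestin-GFP stimulated by 5 µM LPI near EC80; imaged beta-arrestin-GFP aggregate spots per cell after agonist stimulation; plate controls were LPI-stimulated DMSO wells for no effect and DMSO wells without LPI for full effect; some results filed as inactive read as strong as hits; confirmed hits need IC50 under 10 µM and bright autofluorescent wells are also inconclusive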
HIV fusion peptide: cell-free HIV fusion peptide-binding blockers – biochemical, uHTS, fluorescence dequenching, primary screen (AID 1986); cell-free peptide binding, fluorescence dequenching, 30 min; higher % means a stronger effect; inhibition, % at 20 µM; hits with a dose series show IC50 in µM; 290,000 compounds, 0.3% hits; in the data active = inhibition mostly above about 52%, no sharp cut-off; inactive = mostly below about 76%; also: some results filed as inactive read as strong as hits
NTR1 agonist cell count 20 µM: second read-out of NTR1 agonist, no call of its own (marks repeat the call); cell count; measured here: cell count, cytotoxicity flag
Myeloid diff 2 GFP+ MAC1+ %: further read-out of Myeloid diff 2, marked with its call; GFP+ MAC1+ double positive, %; measured here: differentiation confirmed by MAC1 staining
* hit, by the source's call; i = inactive; ? = inconclusive; . = no result given. Outcome played no part in choosing rows; overall some 2.4% were active at least once.

Compound	LYP inhibition	PhoP inhibition	NTR1 agonist	NTR1 agonist cell count 20 µM	MgcRacGAP inhibition	Myeloid diff 2	Myeloid diff 2 GFP+ MAC1+ %	Siah-1 displacement	GPR35 arrestin U2OS	GPR55 antagonists	HIV fusion peptide
Cc1nn(-c2ccc(F)cc2)c(Cl)c1/C=C(\CCC(=O)O)c1nc2ccccc2s1	-5%	2%	-0.7	56	20%	i	6.1	1%	-10%	12%	19%
Cc1ccc(C(C)NC(=O)Cc2cccs2)cc1C (configuration not stated)	-2%	-2%	-0.5	71	2%	i	0.7	4%	-3%	8%	0.4%
COc1ccc(-c2cn3c(C)c(C(=O)Nc4cc(NC(C)=O)ccc4OC)sc3n2)cc1	-8%	-1%	2.1	58	4%	i	8.3	2%	-2%	-5%	2.9%
CC1CCN(C(=O)CCNC(=O)Cn2cnc3sc4c(c3c2=O)CCCC4)CC1	-6%	1%	-0.2	79	-1%	i	0.9	-2%	3%	1%	0.8%
CCOC(=O)C(=CNc1cccc(C)n1)C(=O)OCC	2%	4%	-1.1	51	11%	i	0.3	1%	8%	-6%	0.1%
Nn1c(SCc2ccccc2F)nnc1-c1ccncc1	-4%	-3%	-0.2	41	.	i	0.8	0%	16%	2%	-2.6%
CCC(NC(=O)c1[nH]c(C)c(C(C)=O)c1C)c1ccc(Br)cc1 (configuration not stated)	-9%	1%	0.5	57	3%	i	0.4	2%	24%	-16%	0.7%
COc1cc(/C=N/NC(=O)C(=O)NCc2ccco2)cc(Br)c1O	-4%	1%	1.4	77	15%	i	0.9	-3%	6%	-8%	-0.8%
Cn1c(/C=C/c2ccc(Cl)cc2)nc2ccccc2c1=O	-2%	-3%	2.7	49	11%	i	0.3	-1%	6%	11%	-0.6%
CCc1ccc(OC(=O)/C=C/c2ccco2)cc1	2%	-4%	14	56	9%	i	0.4	2%	0%	-8%	0.8%
CCc1ccc(S(=O)(=O)NC(CC(=O)O)c2ccccc2)cc1 (configuration not stated)	-8%	5%	-0.1	50	9%	i	7.2	-2%	-8%	1%	7.2%
Cc1ccc(NC2=C(Cl)C(=O)OC2OC(=O)c2ccco2)cc1C (configuration not stated)	-4%	12%	3.8	55	5%	i	0.7	-1%	5%	15%	-3.9%
COc1ccc(/C(C)=N/OCC(=O)Nc2nc3ccccc3s2)cc1OC	-5%	-7%	-1.1	60	5%	i	0.6	-3%	-4%	-6%	-1.1%
O=C(NC1CCCCC1)C1CCCN1S(=O)(=O)c1cccc2nsnc12 (configuration not stated)	-7%	7%	-1.1	83	8%	i	1.6	-6%	4%	13%	-0.2%
CC(C)c1ccc2oc(=O)cc(CN3CCN(Cc4ccccc4)CC3)c2c1	-9%	5%	7.0	86	6%	i	0.2	-3%	1%	2%	-0.2%
Cc1onc(-c2ccccc2)c1-c1csc(N/N=C/c2ccccc2Cl)n1	2%	-3%	2.1	60	-3%	i	0.4	6%	-5%	8%	0.9%

Compound profiles (already shown). Order of values: LYP inhibition | PhoP inhibition | NTR1 agonist | NTR1 agonist cell count 20 µM | MgcRacGAP inhibition | Myeloid diff 2 | Myeloid diff 2 GFP+ MAC1+ % | Siah-1 displacement | GPR35 arrestin U2OS | GPR55 antagonists | HIV fusion peptide
`Cn1c(/C=C/c2ccc(Cl)cc2)nc2ccccc2c1=O` is listed with -2% | -3% | 2.7 | 49 | 11% | i | 0.3 | -1% | 6% | 11% | -0.6%
`CCOC(=O)C(=CNc1cccc(C)n1)C(=O)OCC` is listed with 2% | 4% | -1.1 | 51 | 11% | i | 0.3 | 1% | 8% | -6% | 0.1%
`CCc1ccc(S(=O)(=O)NC(CC(=O)O)c2ccccc2)cc1` (configuration not stated) is listed with -8% | 5% | -0.1 | 50 | 9% | i | 7.2 | -2% | -8% | 1% | 7.2%
`Cc1nn(-c2ccc(F)cc2)c(Cl)c1/C=C(\CCC(=O)O)c1nc2ccccc2s1` is listed with -5% | 2% | -0.7 | 56 | 20% | i | 6.1 | 1% | -10% | 12% | 19%
`Cc1ccc(C(C)NC(=O)Cc2cccs2)cc1C` (configuration not stated) is listed with -2% | -2% | -0.5 | 71 | 2% | i | 0.7 | 4% | -3% | 8% | 0.4%

Following part.
Compound	LYP inhibition	PhoP inhibition	NTR1 agonist	NTR1 agonist cell count 20 µM	MgcRacGAP inhibition	Myeloid diff 2	Myeloid diff 2 GFP+ MAC1+ %	Siah-1 displacement	GPR35 arrestin U2OS	GPR55 antagonists	HIV fusion peptide
CCCCN1Cc2c(nc3cc(-c4ccccc4)[nH]n3c2=O)C1=O	-18%	-3%	0.4	54	10%	i	0.5	3%	15%	3%	1.3%
COc1ccc(C2CC(=O)C3=C(C2)Nc2ccccc2N(C(C)=O)C3c2ccco2)cc1 (configuration not stated)	-4%	1%	-0.2	70	2%	i	4.5	0%	-8%	-3%	-2.1%
C=CCC(C(=O)OC)(C(=O)OC)c1ccccc1[N+](=O)[O-]	-10%	-6%	-1.8	40	4%	i	2.4	-4%	7%	12%	-0.6%
Cc1ccc(N2CC(C(=O)Nc3nccs3)CC2=O)cc1Cl (configuration not stated)	-3%	-3%	-0.8	57	6%	i	1.0	1%	-5%	-2%	-1.3%
COc1ccc(/C=C2\SC(=O)N(CCCC(=O)Nc3ccc(C(=O)O)cc3)C2=O)cc1OC	-5%	0%	2.9	71	6%	i	2.6	9%	41%	14%	1.2%
Cc1cccc(NC(=O)CNCC(=O)Nc2cccc(C)c2C)c1C	-4%	-4%	3.5	95	9%	i	0.9	4%	0%	0%	-0.7%
COc1ccccc1NC(=O)CSc1nccn1Cc1ccccc1	-13%	6%	1.9	50	1%	i	1.4	-4%	-2%	2%	0.0%
O=C(COc1coc(CN2CCCc3ccccc32)cc1=O)Nc1cccc([N+](=O)[O-])c1	.	-3%	-0.3	64	1%	i	0.8	.	.	.	.
Cc1noc(NS(=O)(=O)c2ccc(NC(=O)/C=C/c3ccc(C(C)C)cc3)cc2)c1C	-6%	-1%	-0.2	66	-4%	i	7.0	-3%	-13%	5%	61%
O=C(CNC(=S)NC(=O)c1cccc([N+](=O)[O-])c1)c1ccccc1	5%	8%	1.8	85	4%	i	0.5	-2%	4%	0%	3.5%
O=C(N1CCc2[nH]c3ccccc3c2C1)C(F)(F)F	-6%	8%	0.8	52	9%	i	0.4	-5%	3%	5%	-0.7%
Cc1ccc(OCCn2ccnc2)c([N+](=O)[O-])c1	-6%	7%	0.8	51	17%	i	0.6	15%	-8%	7%	2.1%
COc1ccccc1C(=O)COC(=O)COc1cccc2c1OC(C)(C)C2	-4%	-3%	3.5	48	8%	i	0.5	-2%	6%	-8%	-1.4%
COc1ccc(-n2nc(C(=O)NCC(=O)Nc3ccccn3)c3ccccc3c2=O)cc1	-12%	9%	-0.4	96	6%	i	0.8	18%	-3%	10%	-1.7%
COc1ccc(NC(=O)C(OC)c2ccccc2)cc1Cl (configuration not stated)	-6%	-6%	3.8	63	5%	i	0.7	-5%	-4%	2%	-0.7%
CCCCOC(=O)CSCC(=O)Nc1cc(C)on1	-1%	-4%	1.3	54	3%	i	2.0	1%	2%	-5%	0.9%
O=C(Cc1ccsc1)NCC(c1ccco1)N1CCCCC1 (configuration not stated)	3%	-2%	0.3	55	5%	i	0.2	0%	5%	11%	0.1%
Clc1cccc(-c2nn3c(Cn4cnc5ccccc54)nnc3s2)c1	-3%	2%	2.1	46	8%	i	16	0%	-1%	-10%	-1.9%
CCCN(c1ccc(C(=O)OC)cc1)S(=O)(=O)c1ccccc1	-3%	-2%	1.9	77	12%	i	0.1	-3%	-5%	16%	0.1%
CCOC(=O)N1CCC(Nc2c(-c3ccccc3)c(=O)c2=O)CC1	-10%	1%	-1.4	61	13%	i	1.3	-1%	9%	4%	2.1%
CC(=O)Nc1cc2ccc(OC(C)=O)cc2oc1=O	-12%	0%	2.4	72	10%	i	1.6	0%	2%	4%	0.5%
CCCn1c(C(C)NS(=O)(=O)c2ccccc2)n[nH]c1=S (configuration not stated)	-7%	-2%	-1.1	66	2%	i	2.4	-1%	-8%	8%	3.7%
CSCCC(NC(=O)c1ccco1)C(=O)Nc1ccncc1 (configuration not stated)	-9%	13%	-0.2	39	3%	i	0.6	-4%	9%	12%	-1.1%
Cc1ccc(OCC(O)Cn2c(N3CCCCC3)nc3c2c(=O)[nH]c(=O)n3C)cc1C (configuration not stated)	-4%	-4%	3.6	59	5%	i	0.7	-1%	-12%	1%	-0.2%
CCn1nnnc1NCc1ccc(SC)cc1	-8%	-3%	0.3	53	11%	i	0.2	1%	2%	8%	-0.8%
CC(C)c1ccc(NC(=O)[C@H]2CSCN2C(=O)[C@@H]2CCC(=O)N2)cc1	-11%	-1%	1.0	78	4%	i	4.6	-1%	-10%	-21%	-0.4%
O=C(NNc1nc2ccccc2s1)c1ccccc1F	0%	6%	-0.1	52	8%	i	8.9	2%	18%	19%	0.9%
Cc1cc(C)c2c(n1)nn1c(-n3ccnc3)cc(C)nc21	-12%	-4%	.	.	13%	i	1.0	-1%	18%	12%	7.7%
COc1ccc(-c2nnc3cccc(Cl)n23)c(OC)c1	-5%	6%	-0.9	52	11%	i	0.5	2%	4%	5%	-1.8%
Cn1c(=O)c2c(nc(N/N=C/c3cccs3)n2C)n(C)c1=O	-4%	-5%	2.0	52	25%	i	0.1	-2%	0%	-4%	-2.1%
Cn1c(COc2ccc3ccccc3c2)nnc1SCC(N)=O	-13%	-5%	-0.6	78	10%	i	0.7	3%	8%	-6%	0.7%
O=S(=O)(NC1CCCC1)c1ccc(-n2cnnn2)cc1	-6%	-3%	2.6	52	0%	?	.	-2%	-10%	7%	-0.5%
C(=N\c1nccs1)/Nc1nccs1	0%	3%	2.3	34	11%	i	1.0	-1%	6%	-3%	-2.2%
CCOC(=O)N1CCN(C(=O)c2noc3c2COc2ccccc2-3)CC1	-3%	0%	0.1	53	8%	i	2.1	3%	7%	6%	0.3%
Cc1cccc(NC(=S)NNC(=S)NC2CCCCC2)c1C	-3%	0%	-0.2	47	-1%	i	2.1	-3%	7%	6%	-0.9%

Screening data (PubChem)
